Source: PubChem BioAssay
ADAM10 inh – inhibits human ADAM10; inhibition, % at 7 µM; hit rate 0.62% among 370,000; O14672; AID 720582; recombinant ADAM10, EDANS/DABCYL FRET peptide cleavage, 3 h;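 active = inhibition above a per-campaign cutoff equal to the mean of compounds falling between control-based bounds plus 3 SD, cut at about 20% in these data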;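 also: 0% = DMSO wells while the 100% control is not disclosed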
ARFGAP1 inh – inhibitors of rat ARFGAP1 | Q62848 | Arfgap1-stimulated ARF1 GTP hydrolysis, GDP FP detection | inhibition, % at 16.5 µM | hit rate 0.26% among 360,000;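 active = inhibition above a per-plate limit, mean inhibition of low control wells plus 3 SD, cut at about 25% in these data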;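 also: 0% = DMSO wells with enzyme and 100% = wells lacking Arfgap1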
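Material: rat Arfgap1 catalytic domain, aa 1-136; also added: human ARF1(Δ1-17)-GTP substrate; compound dosing: one concentration, 16.5 µM, DMSO 1.26%; incubation: GTP hydrolysis reaction 2 h at 25 °C; measured by: Tracer-displacement fluorescence polarization with EDTA stop, 620/688 nm; evaluation: % inhibition from polarization; repeats: one replicate per compound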
TDP2 inh – TDP2 (human) inhibition, absorbance primary screen | O95551 | recombinant TDP2, T5PNP hydrolysis, p-nitrophenol absorbance 415 nm | inhibition, % at 12.8 µM | hit rate 0.34% among 370,000;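 active = inhibition above the mean of all tested compounds plus 3 SD, set per campaign, cut at about 25% in these data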;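 also: 0% = DMSO with enzyme and 100% = buffer with substrate but no TDP2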
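Assay system: recombinant human TDP2 / Reagent: T5PNP substrate at 5 mM, a TopII-DNA adduct mimic / Measured by: epi absorbance from released p-nitrophenol / Evaluation: % inhibition relative to enzyme-containing and enzyme-free wells / Control set: enzyme-free and DMSO wells / Replicates: each compound tested once, singlicate / Schedule: enzyme reaction with compound for 2 h at 37 °C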
ADAM17 inh – inhibitors of human ADAM17 | inhibition, % at 6.95 µM | recombinant ADAM17, EDANS/DABCYL FRET peptide cleavage | hit rate 0.83% among 370,000 | AID 720648 | P78536;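 active = inhibition above the mean of compounds lying between control limits plus 3 SD, set per campaign, cut at about 8.5% in these data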;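 also: 0% = DMSO-only wells as the low control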
Target sequence (P78536 215-824 limits assumed): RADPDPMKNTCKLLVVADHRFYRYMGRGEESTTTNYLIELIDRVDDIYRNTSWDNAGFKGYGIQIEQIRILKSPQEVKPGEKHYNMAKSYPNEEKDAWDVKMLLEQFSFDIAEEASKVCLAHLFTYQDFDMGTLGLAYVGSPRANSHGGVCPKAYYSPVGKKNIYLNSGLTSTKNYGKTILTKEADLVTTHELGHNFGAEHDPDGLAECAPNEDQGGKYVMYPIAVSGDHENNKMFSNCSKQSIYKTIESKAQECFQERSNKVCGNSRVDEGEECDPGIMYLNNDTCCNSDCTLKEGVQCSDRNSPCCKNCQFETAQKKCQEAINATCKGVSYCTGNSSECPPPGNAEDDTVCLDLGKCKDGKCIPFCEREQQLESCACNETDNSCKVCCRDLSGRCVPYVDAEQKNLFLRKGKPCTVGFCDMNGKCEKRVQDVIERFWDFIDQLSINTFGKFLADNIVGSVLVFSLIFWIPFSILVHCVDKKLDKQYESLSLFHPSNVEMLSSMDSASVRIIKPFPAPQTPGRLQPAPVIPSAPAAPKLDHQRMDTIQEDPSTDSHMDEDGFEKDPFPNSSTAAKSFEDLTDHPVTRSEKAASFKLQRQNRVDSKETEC
ASAP1 inh – ASAP1 ArfGAP inhibition; Q9ULH1; ASAP1-stimulated ARF1 GTP hydrolysis, GDP FP detection; inhibition, % at 16.5 µM; hit rate 0.19% among 360,000; in the data active = inhibition above about 25%;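 also: 0% = vehicle with enzyme and substrate and 100% = no enzyme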
Target sequence (Q9ULH1 325-724 limits assumed): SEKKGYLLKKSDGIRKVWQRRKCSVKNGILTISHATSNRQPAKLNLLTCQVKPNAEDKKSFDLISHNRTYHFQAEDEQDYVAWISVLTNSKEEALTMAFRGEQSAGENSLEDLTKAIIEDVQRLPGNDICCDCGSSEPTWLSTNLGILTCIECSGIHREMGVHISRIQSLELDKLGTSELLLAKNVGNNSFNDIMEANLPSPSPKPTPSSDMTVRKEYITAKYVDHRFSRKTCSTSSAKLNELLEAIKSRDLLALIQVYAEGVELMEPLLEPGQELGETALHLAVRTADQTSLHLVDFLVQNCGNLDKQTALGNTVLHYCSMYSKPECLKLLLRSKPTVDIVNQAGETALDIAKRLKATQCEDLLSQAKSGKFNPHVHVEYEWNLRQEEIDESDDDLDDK
SIAE primary – blocks human sialic acid acetylesterase; Q9HAT2; SIAE FP-Rh probe binding, fluorescence polarization; inhibition, % at 9.66 µM; hit rate 0.69% among 370,000;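 active = inhibition above a cutoff: mean of compounds within the control limits plus 3 SD of those, cut at about 17% in these data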;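 also: 0% = plate median of compound wells and 100% = probe without SIAE protein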
PLCb3 inh – PLC-beta3 (human) inhibition, primary screen | Q01970 | Purified PLC-beta3, fluorogenic substrate, fluorescence | inhibition, % at 12.2 µM | hit rate 0.18% among 370,000 | AID 720704; in the data active = inhibition above about 11%;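 also: 0% = median of compound wells on plate and 100% = full blocker control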
DDE Tn7 FP inh – inhibitors of Tn7 peptide binding to human fibrin DD(E) | FP displacement of FITC-Tn7 peptide from fibrin DD(E); 0% = median of compound wells per plate | hit rate 0.13% among 370,000 | P02675 | inhibition, % at 8.3 µM | AID 720508;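 active = inhibition above the mean of compounds falling within the control limits plus 3 SD of them, cut at about 14% in these data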;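 also: 0% = plate median of compound wells and 100% = 10 µM Aha-Tn7 peptide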
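Measure: % inhibition scaled between sample-field median and high-control FP; Test system: human fibrin DD(E); Quantity: 2 µM final DD(E) protein; Doses: one dose, 8.3 µM nominal; Schedule: compound with protein 10 min, then 3 h after probe, room temperature; Detection: fluorescence polarization; Medium: Tris buffer with calcium and detergent, pH 7.8.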
PLCg1 inh – inhibitors of human phospholipase C gamma1; P19174; purified PLC-gamma1, fluorogenic substrate, fluorescence; inhibition, % at 12.2 µM; hit rate 0.84% among 370,000; in the data active = inhibition above about 9.5%
Tn6 DDE FP – DD(E)-Tn6 binding inhibition, primary FP screen; Fibrin DD(E) TRITC-Tn6 fluorescence polarization displacement; inhibition, % at 8.3 µM; hit rate 0.21% among 370,000;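 active = inhibition above a per-campaign cutoff: mean of compounds within control limits plus 3 SD, cut at about 15% in these data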;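 also: 0% = median of all compound wells on the plate and 100% = blocking peptide control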
The depositor's hits bear a star; i = inactive; . = not tested or not shown.

SMILES	ADAM10 inh	ARFGAP1 inh	TDP2 inh	ADAM17 inh	ASAP1 inh	SIAE primary	PLCb3 inh	DDE Tn7 FP inh	PLCg1 inh	Tn6 DDE FP
Cc1ccc(CSc2nc(-c3ccccc3)c(C#N)c(=O)[nH]2)cc1	14	-6	-7	-1	-4	-14	-16	5	-5	1
CCCCN(C(=O)c1cccc(S(=O)(=O)N(C)c2ccc(C)cc2)c1)c1c(N)n(CCCC)c(=O)[nH]c1=O	-3	-20	-2	-3	-8	1	-6	2	0	7
O=C(CCc1ccc(S(=O)(=O)N2CCOCC2)cc1)Oc1ccccc1	4	-3	0	2	-2	3	3	-2	2	1
CCC(CC)C(=O)Nc1cccc(/C(C)=N\NC(=O)c2ccc(C)s2)c1	-6	8	-1	-5	11	-2	-9	2	-5	4
C=C1CCC[C@]2(C)C[C@H]3OC(=O)C(CNC(C)CC)[C@H]3CC12 (some centres not stated)	-6	6	6	-3	4	8	-5	-4	1	-1
Cc1ccc(NC(=O)C2CCC(=O)N2)cc1C (configuration not stated)	-2	2	-4	-3	-10	2	0	-7	-1	3
CC1(c2ccccc2)O[C@@H]2C[C@H]3[C@@H]4CCC5=CC(=O)C=C[C@]5(C)[C@@]4(F)[C@@H](O)C[C@]3(C)[C@]2(C(=O)CO)O1 (some centres not stated)	1	18	2	-4	9	-3	-7	6	0	-2
CCOC(=O)C1=C(c2ccccc2)Nc2ncnn2C1c1ccccn1 (configuration not stated)	-4	2	-1	2	-11	-3	-2	7	5	-3
Cc1ccc(S(=O)(=O)Nc2ccc(F)c(S(=O)(=O)N3CCOCC3)c2)cc1	3	5	-5	-1	-5	7	-2	-7	-3	4
O=C(COc1ccccc1)NC1CCSc2ccccc21 (configuration not stated)	-8	-3	9	-4	-17	3	-4	10	-3	-12
CCOC(=O)c1nc(N2CCN(C(=O)OCC)CC2)c2c3c(sc2n1)CCCC3	-75	3	-3	-26	3	0	-217	-1	-171	-1
CCOc1cc(/C=C/C(=O)O)ccc1OCc1ccccc1	-24	4	-2	-6	1	-4	-7	-13	-3	0
CC(=O)Nc1ccc(NC(=O)C2(C)Cc3c(-c4ccccc4)ccnc3O2)cc1 (configuration not stated)	-8	2	-4	2	9	-4	3	-10	3	-5
Cc1ccc(S(=O)(=O)N2CCOC2CNC(=O)C(=O)NCc2cccnc2)cc1 (configuration not stated)	-1	10	2	-1	-3	7	2	-1	2	1
O=C1OC(C(=O)NCc2ccccc2)Cc2ccccc21 (configuration not stated)	-3	-8	0	-3	-8	3	-4	6	-4	0
Cc1nc(N2CCOCC2)c2c(C)c(C(=O)Nc3ccccc3C(F)(F)F)sc2n1	-29	10	-5	-12	-9	8	-30	1	-16	-9
CNCc1cc(C)n(-c2cc(S(=O)(=O)N3CCOCC3)ccc2N2CCCC2)c1C	-24	-9	14	-7	-9	12	-15	-7	-13	-11
CCc1nnc(NS(=O)(=O)c2ccc(Nc3ccc([N+](=O)[O-])c4nonc34)cc2)s1	4	8	3	2	3	-13	-10	6	-3	-6
Cc1c(C(=O)OC(C)C)sc(NC(=O)C2CCCO2)c1C(=O)OC(C)C (configuration not stated)	-3	3	-11	-3	-4	4	-2	1	-1	-6
Cc1cc2nc(CCN3CCOCC3)n(S(=O)(=O)c3ccc(C(C)(C)C)cc3)c2cc1C	4	4	-4	4	-2	1	-1	1	9	4
O=C1C2CC=C(Cl)CC2C(=O)N1CCN1CCOCC1 (configuration not stated)	-3	4	3	-6	-4	0	-4	2	4	2
CC(NC(=O)/C(C#N)=C/c1ccc(OCC(=O)O)cc1)c1ccccc1 (configuration not stated)	-2	-9	12	-5	-2	5	-7	4	0	-3
CCCCCCCCN1C(=O)[C@@H](CC(=O)N2CCN(C(=O)c3ccco3)CC2)C[C@@]2(C(=O)OC)C1=C[C@H](COCc1ccccc1)O[C@@H]2C	-4	.	7	-1	.	-4	-1	-2	3	-12
COc1cccc(NC(=O)CN(C)C(=O)/C=C/c2cn(-c3ccccc3)nc2-c2ccc(OC)c(OC)c2)c1	-176	2	-3	-44	4	-81	-316	-1	-259	-2
COC(=O)[C@]1(C)N[C@H](CN(C)S(=O)(=O)c2ccc(F)cc2)[C@@H]2C(=O)N(C)C(=O)[C@@H]21	-33	0	-9	0	11	5	0	1	2	-4

Grouped by structure: the compounds so far containing a COOH group
SMILES	ADAM10 inh	ARFGAP1 inh	TDP2 inh	ADAM17 inh	ASAP1 inh	SIAE primary	PLCb3 inh	DDE Tn7 FP inh	PLCg1 inh	Tn6 DDE FP
CCOc1cc(/C=C/C(=O)O)ccc1OCc1ccccc1	-24	4	-2	-6	1	-4	-7	-13	-3	0
CC(NC(=O)/C(C#N)=C/c1ccc(OCC(=O)O)cc1)c1ccccc1 (configuration not stated)	-2	-9	12	-5	-2	5	-7	4	0	-3

More entries
SMILES	ADAM10 inh	ARFGAP1 inh	TDP2 inh	ADAM17 inh	ASAP1 inh	SIAE primary	PLCb3 inh	DDE Tn7 FP inh	PLCg1 inh	Tn6 DDE FP
Cc1ccccc1Cn1c(=O)c2c(nc3n2CCCN3Cc2ccccc2)n(C)c1=O	1	6	-2	-3	-7	10	-1	8	-2	5
CCN(CC)CCOC(=O)c1c(C)n(C)c2ccc(OC)cc12	-4	-6	4	-4	-5	11	-3	3	-2	3
COC(=O)[C@]12C[C@H](CC(=O)NCc3cccc(C(F)(F)F)c3)C(=O)N(Cc3ccco3)C1=C[C@H](C(C)C)O[C@@H]2C1CC1	24*	.	0	12*	.	1	5	8	2	4
O=C(Cn1cnc2ccccc2c1=O)N1CCCCC1	7	.	-4	-2	.	0	3	1	7	2
Cc1ccccc1CNC(=O)CCCn1ncn2c(cc3occc32)c1=O	7	-9	-16	4	-8	-3	-9	-4	7	-7
COc1ccc(C(=O)N/N=C/c2ccc(OC(=O)c3cccc4ccccc34)c([N+](=O)[O-])c2)cc1	-2	18	-2	-1	23	-21	1	5	5	-4
Cc1ccc2nc(SCC(=O)Nc3ccc4c(c3)OCCO4)nc(=O)n2c1	-2	16	-10	-1	8	-2	-1	-6	0	-4
CSc1nc(Oc2ccc3ccccc3c2)c2sccc2n1	-8	-1	-13	-1	2	-12	2	-1	-1	6
Cc1cc(C)n2nc(C(=O)OCC(=O)N(C)C3CCCCC3)nc2n1	-3	0	-3	0	-17	5	-2	2	-1	3
CC(C)c1c(C(=O)N/N=C/c2ccc3c(c2)OCO3)nnn1-c1nonc1N	5	7	-11	-1	-4	4	-2	0	4	10
Cc1nc2scc(-c3cccs3)c2c(=O)n1CC(=O)O	-2	4	10	-7	-17	9	-4	8	-2	-3
CCOc1ccccc1Nc1nnc(SCC(=O)NC2CCS(=O)(=O)C2)s1 (configuration not stated)	-5	-6	-2	-2	3	8	-6	-6	4	-3
CC1CCN(C(=O)NC(=O)c2ccccc2)CC1	2	6	0	1	5	5	-4	-1	0	7
CC1(C)Cc2c(cnn2-c2cccc(F)c2)C(NC(=O)C2CCOCC2)C1 (configuration not stated)	-9	-2	-17	-6	2	-8	-7	4	4	8
Cc1cc(C(=O)OCC(=O)N2CCC(c3ccccc3)=N2)ccc1[N+](=O)[O-]	1	8	10	-7	6	0	-6	-1	2	-9
CC(=O)Nc1ccc(Sc2ccccc2C(=O)Nc2ccc(F)cc2)cn1	-1	5	12	0	10	2	2	2	1	-1
N#CC1(CCCN2CCCCC2)c2ccccc2CCc2ccccc21	-2	-4	-1	-3	-3	-10	-6	3	0	10
CC(C)(C)NC(=O)c1ccc2c(c1)N(CC(=O)N1CCN(c3ccc(F)cc3)CC1)C(=O)C(C)(C)O2	-4	-3	-7	-2	0	-2	-3	4	1	3
COc1ccc(CNC(=O)[C@H](NC(=O)C2CCN(C(=O)[C@@H](N)CCSC)CC2)C(C)C)cc1	82*	-3	1	-1	-4	-6	4	-2	3	3
CN(C)S(=O)(=O)N1CCN(CC(O)COc2ccc(-c3ccccc3)cc2)CC1 (configuration not stated)	7	-1	14	1	1	1	-4	-4	1	0
CC(C)Cc1nnc(NC(=O)C2=COCCO2)s1	-4	-5	8	-4	3	7	-5	3	1	0
CS(=O)(=O)c1ccc(C(=O)N(CCc2ccccc2)Cc2ccccc2)cc1	-5	-5	-5	1	8	0	-2	-5	2	6
CCCCC(=O)N(C)c1c(CC)nc2c(OCCC)cccn12	-14	11	-7	-7	-13	1	-6	-4	-1	0
Cc1ccc(NC(=O)c2nc[nH]c2C(=O)Nc2ccc(C)cc2)cc1	-4	18	7	-5	-9	3	0	6	3	2
CCOC(=O)C1C(=O)CC(C)(O)C(C(=O)OCC)C1c1cccc(OC(F)(F)C(F)F)c1 (configuration not stated)	-6	0	-16	1	-1	-1	-2	0	2	-1

Following part:
SMILES	ADAM10 inh	ARFGAP1 inh	TDP2 inh	ADAM17 inh	ASAP1 inh	SIAE primary	PLCb3 inh	DDE Tn7 FP inh	PLCg1 inh	Tn6 DDE FP
COc1ccc(-c2cc(C(=O)Nc3ccc(S(N)(=O)=O)cc3)c3ccccc3n2)cc1OC	-311	-5	3	-128	4	-19	-312	-5	-239	-9
NC(=O)[C@@H]1CCCN1Cc1c(C(=O)N2CCc3ccccc3C2)nc2ccc(Cl)cn12	-4	-3	20	-1	7	2	-35	-1	-16	4
COc1ccccc1N/C=C(\C#N)c1nc2ccccc2[nH]1	-3	5	9	-4	-18	-1	-7	1	-11	-6
C=COCCNC(=S)Nc1cccc(Cl)c1	-4	15	-3	-3	-10	-2	2	5	0	6
COC(=O)Cc1c(C)c2cc(Cl)c(OC(=O)c3ccco3)cc2oc1=O	i	-5	2	i	5	-4	i	0	i	-5
COC(=O)c1cc2c(c3c4cc(OC)ccc4n(S(=O)(=O)c4cccc(C)c4)c13)C(=O)N(Cc1ccc(N(C)C)cc1)C2	-4	0	9	-2	-4	9	-23	8	-18	-9
O=C(CCNC(=O)c1ccccc1Cl)OCC(=O)c1ccccc1	-13	2	1	-3	-5	-3	-4	6	-1	4
CC1CCN(S(=O)(=O)c2cnc[nH]2)CC1	-9	1	-15	8	-2	5	-3	-1	1	-11
CCOC(=O)c1sc(=S)n(-c2ccccc2)c1SC	9	-8	-20	6	14	-8	5	2	9	4
CCOC(=O)C1=C(c2ccccc2)OC(N)=C(C#N)C1c1cccs1 (configuration not stated)	7	-7	0	-2	-3	-9	-9	8	-6	2
O=C(COc1cccc2ccccc12)Nc1ccc(Cl)cc1C(=O)O	5	2	-13	-1	6	-30	-14	1	-6	-2
O=C1CCN(Cc2ccc(Cl)cc2Cl)C(=O)N1	-14	3	4	-1	-4	6	0	1	0	6
CC(C)CNc1nc(=S)nc(N(C)C)[nH]1	-3	13	-14	1	8	3	4	-4	0	2
CN(CC1CCCO1)S(=O)(=O)c1ccc(C(=O)Nc2ccc([N+](=O)[O-])cc2)cc1 (configuration not stated)	8	-10	0	-1	-3	4	-3	9	-2	-1
CCOC(=O)C1CCN(Cc2nc(-c3ccc(OC)c(OC)c3)no2)CC1	9	14	-6	5	11	-1	7	-2	6	-3
